Assay outcomes (PubChem)
STAT3 inh: IL-6 driven STAT3 reporter inhibitors, primary screen, U3A cells, luciferase, luminescence, MLSCN library | AID 862, 2007 | IL-6 STAT3-luciferase reporter; host cell line lacks STAT1 | inhibition, % at 5.5 µM | 0.89% of 190,000 active;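 active = inhibition above the mean inhibition across all screened compounds plus 3 SD, cut at about 44% in these data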;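 also: 0% = DMSO only wells and 100% = 100 µM nifuroxazide control wells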
STAT3 activator: IL-6 driven STAT3 reporter potentiators, primary screen, U3A cells, luciferase, luminescence, MLSCN library; activation (% of control), % at 5.6 µM; AID 871, 2007; 0.91% of 190,000 active; IL-6 STAT3-luciferase reporter; 100% = signal with IL-6 EC80 alone;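 active = activation above the screen-wide mean of compound activation plus 3 SD, cut at about 130% in these data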;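 also: 0% = background luminescence of wells with medium and substrate only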
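Detection: reporter luminescence signal / Assay system: STAT1-lacking human U3A cells, STAT3 luciferase reporter / Incubation: compound pre-incubation 1 h before IL-6, then 6 h stimulation at 37 °C / Control set: IL-6-only high control / Read-out: % activation relative to IL-6 control / Probe or stimulus: Interleukin-6, 33 ng/mL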
APP 5'UTR act: activators of APP 5'UTR luciferase reporter, primary screen, SH-SY5Y cells; 1% of 190,000 active; SH-SY5Y APP 5'UTR luciferase reporter, luminescence; zero percent = DMSO vehicle wells; activation, % at 2 µM;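 active = activation above a set limit, based on mean plus 3 SD of controls, cut at about 140% in these data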; also: values of inactives mirror those of a sister screen read the other way
STAT1 inh: STAT1 signaling inhibitors, primary screen, cell-based, HTS, luciferase reporter | NIH 3T3 STAT1-luciferase reporter, IFN-gamma, luminescence | inhibition, % at 5.5 µM | 0.35% of 200,000 active | AID 920, 2007;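 active = inhibition above a set limit, the mean inhibition across all tested compounds plus 3 SD, cut at about 34% in these data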;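 also: 0% = IFN-gamma with DMSO and 100% = IFN-gamma with 300 µM nifuroxazide; values of inactives mirror those of a sister screen read the other way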
Efa HMGR inh: inhibitors of E. faecalis class II HMGR, primary screen, biochemical, Enterococcus faecalis; purified E. faecalis HMGR, NADPH absorbance 340 nm kinetic; HMG-CoA reductase (Enterococcus faecalis, mvaE); 0.41% of 190,000 active; inhibition, % at 10 µM;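 active = inhibition above a set limit, the median over all tested compounds plus 3 SD, cut at about 9.5% in these data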;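 also: enzyme runs in reverse so mevalonate oxidation gives rising NADPH absorbance; 0% = complete reaction with DMSO and 100% = background rate lacking mevalonate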
STAT1 activator: STAT1 signaling activators, primary screen, cell-based, HTS, luciferase reporter | NIH 3T3 STAT1-luciferase reporter, IFN-gamma, luminescence; 100% = IFN-gamma alone, no compound | activation (% of control), % at 5.5 µM | 2.6% of 200,000 active | AID 932, 2007;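 active = activation above the screen-wide mean activation plus 3 SD, cut at about 130% in these data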;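 also: raw ratio to IFN-gamma control signal so 100% means no change and 0% no light; values of inactives mirror those of a sister screen read the other way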
Redox H2O2 prof: compounds producing H2O2 with reducing agent – biochemical, NIH compound library profiling, artefact control for MLSCN library redox annotation, primary screen. DTT-dependent redox cycling H2O2, phenol red/HRP absorbance; 100% = 100 µM peroxide control, 0% = buffer. activation, % at 10 µM. 0.03% of 200,000 active. AID 878, 2007;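 active = activation of at least 50% relative to the plate's high and low controls in the primary single-dose screen; inactive = activation below 50%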;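 also: compound incubated with DTT at 0.8 mM final as the reducing agent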
TLR4 MyD88 comp: inhibitors of TLR4-MyD88 association in cells, primary screen, cell-based, HeLa CL3-4, BLA complementation, FRET ratio; Toll-like receptor 4 (Homo sapiens) + Myeloid differentiation primary response protein …; HeLa CL3-4 TLR4/MyD88 BLA complementation; inhibition, % at 8.4 µM; 0.18% of 200,000 active; AID 861, 2007; in the data active = inhibition above about 25%;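 also: 0% = vehicle and 100% = reference inhibitor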
Target sequence (O00206 whole entry, looked up): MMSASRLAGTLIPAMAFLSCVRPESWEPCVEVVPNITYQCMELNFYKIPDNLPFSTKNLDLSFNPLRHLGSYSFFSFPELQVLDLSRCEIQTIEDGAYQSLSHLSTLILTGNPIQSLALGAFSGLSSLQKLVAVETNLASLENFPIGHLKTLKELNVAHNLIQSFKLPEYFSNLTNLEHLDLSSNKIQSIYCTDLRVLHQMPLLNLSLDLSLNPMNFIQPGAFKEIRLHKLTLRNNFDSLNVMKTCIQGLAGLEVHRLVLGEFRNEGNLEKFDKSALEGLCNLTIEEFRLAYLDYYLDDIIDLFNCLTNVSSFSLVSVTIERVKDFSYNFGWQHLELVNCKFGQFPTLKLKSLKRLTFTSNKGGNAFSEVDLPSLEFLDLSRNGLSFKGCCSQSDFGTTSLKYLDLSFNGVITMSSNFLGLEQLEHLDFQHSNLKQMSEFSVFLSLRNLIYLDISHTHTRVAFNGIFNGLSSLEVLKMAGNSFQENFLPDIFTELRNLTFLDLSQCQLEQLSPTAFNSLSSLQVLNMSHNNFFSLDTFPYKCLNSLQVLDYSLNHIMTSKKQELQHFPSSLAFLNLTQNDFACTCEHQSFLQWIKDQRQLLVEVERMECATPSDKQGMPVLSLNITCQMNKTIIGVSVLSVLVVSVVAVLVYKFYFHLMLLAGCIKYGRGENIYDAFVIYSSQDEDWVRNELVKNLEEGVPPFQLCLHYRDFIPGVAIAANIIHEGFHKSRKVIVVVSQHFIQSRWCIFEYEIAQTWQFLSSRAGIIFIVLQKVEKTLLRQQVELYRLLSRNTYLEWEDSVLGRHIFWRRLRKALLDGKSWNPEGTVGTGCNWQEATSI
Target sequence (Q99836 whole entry, looked up): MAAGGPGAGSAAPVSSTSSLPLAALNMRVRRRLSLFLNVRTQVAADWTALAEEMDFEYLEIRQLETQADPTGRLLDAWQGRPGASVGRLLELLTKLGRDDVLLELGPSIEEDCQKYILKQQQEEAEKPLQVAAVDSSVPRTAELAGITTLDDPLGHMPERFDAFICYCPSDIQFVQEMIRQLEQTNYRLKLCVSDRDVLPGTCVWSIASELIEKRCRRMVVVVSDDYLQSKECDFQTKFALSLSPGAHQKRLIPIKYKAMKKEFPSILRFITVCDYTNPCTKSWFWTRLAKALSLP
Hsp70 activator: Hsp70 transcriptional activators, primary screen, cell-based, HeLa, Hsp70 promoter luciferase, luminescence, 10 µM; activation, % at 10 µM; 0.04% of 200,000 active; HeLa Hsp70 promoter luciferase reporter; scaled: vehicle 0, proteasome-inhibitor control 100%;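 active = activation above the mean across all tested compounds plus 3 SD, cutoff set per campaign, cut at about 5.5% in these data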;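 also: 100% = MG132 at 30 µM as the positive control and 0% = DMSO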
NF-kB expr up: activators of NF-kB expression in neurons, primary screen, cell-based, HTS; human neuronal cells, NF-kB reporter expression; stronger effect = higher value; fold change at 12.5 µM; 1.6% of 190,000 active; in the data active = fold change above about 3.3
An asterisk follows results filed as active; nt = not tested or not shown.

SMILES	STAT3 inh	STAT3 activator	APP 5'UTR act	STAT1 inh	Efa HMGR inh	STAT1 activator	Redox H2O2 prof	TLR4 MyD88 comp	Hsp70 activator	NF-kB expr up
Cc1ccc(OCC(=O)N/N=C\c2cccs2)c([N+](=O)[O-])c1	-8	111	-3	-22	-3	119	-0.1	12	-0.1	1.3
CCOC(=O)CN1CC23C=CC(O2)C(C(=O)NC2CCCCC2)C3C1=O (stereo not drawn)	5	102	3	2	-9	99	0.1	5	0.0	0.93
Cc1ccc(OCc2nnc(SCC(=O)C(C)(C)C)n2Cc2ccco2)cc1	7	98	-12	-5	0	104	-0.1	9	0.1	0.78
COc1cc(C(=O)Nc2nc(N)n(-c3ccccc3)n2)cc(OC)c1OC	12	91	-12	3	-2	97	-0.1	-11	-0.1	1.2
Cc1cccc(OCC(=O)NCC(=O)N/N=C/c2cc(Br)ccc2OCc2ccccc2)c1	9	94	23	9	-8	92	-0.2	-1	-0.5	0.76
CCOC(=O)N1CCC(NC(=O)C2=C(C)C(=O)OC23CCC(C)CC3)CC1 (stereo not drawn)	12	94	11	0	-4	100	0.2	0	-0.1	0.88
CCOc1ccccc1CNCCOC	8	100	13	8	0	91	0.0	8	-0.1	1.2
Cc1cc(C)c(S(C)(=O)=O)c(=O)[nH]1	4	101	-19	-5	-1	103	-0.8	-12	-0.2	nt
CCN(c1ccccc1)S(=O)(=O)c1ccc(Cl)c(NC(=O)CSc2nnc(C)s2)c1	6	99	-1	16	-4	83	-0.5	3	0.1	0.77
COc1cccc(/C=N/NC(=O)C(=O)NCc2cccnc2)c1OC	2	102	-7	-8	1	106	-0.3	0	-0.3	1
S=c1[nH]nc(-c2cccnc2)n1/N=C/C(Cl)=C\c1ccccc1	21	84	36	6	-2	95	0.5	8	-0.2	1.9
CCOC(=O)c1cnc(-n2nc(C)cc2C)nc1N1CC(C)OC(C)C1 (stereo not drawn)	-5	108	5	4	nt	96	1.6	4	-0.4	nt
CS(=O)(=O)N(CC(=O)NCCc1ccccc1)c1cccc([N+](=O)[O-])c1	1	101	7	1	-7	100	-0.2	15	-0.4	1.2
CCCCCc1c(O)nc(SCC(=O)NCC2CCCO2)[nH]c1=O (stereo not drawn)	1	102	-6	3	-7	97	3.8	-8	0.3	1.1
FC(F)C(F)(F)C1=CC(c2cccs2)=NCCN1	8	96	nt	21	-2	81	0.3	21	0.3	0.86

3 entries from above in another layout:
> CCCCCc1c(O)nc(SCC(=O)NCC2CCCO2)[nH]c1=O (stereo not drawn)
  STAT3 inh = 1 | STAT3 activator = 102 | APP 5'UTR act = -6 | STAT1 inh = 3 | Efa HMGR inh = -7 | STAT1 activator = 97 | Redox H2O2 prof = 3.8 | TLR4 MyD88 comp = -8 | Hsp70 activator = 0.3 | NF-kB expr up = 1.1

> S=c1[nH]nc(-c2cccnc2)n1/N=C/C(Cl)=C\c1ccccc1
  STAT3 inh = 21 | STAT3 activator = 84 | APP 5'UTR act = 36 | STAT1 inh = 6 | Efa HMGR inh = -2 | STAT1 activator = 95 | Redox H2O2 prof = 0.5 | TLR4 MyD88 comp = 8 | Hsp70 activator = -0.2 | NF-kB expr up = 1.9

> COc1cccc(/C=N/NC(=O)C(=O)NCc2cccnc2)c1OC
  STAT3 inh = 2 | STAT3 activator = 102 | APP 5'UTR act = -7 | STAT1 inh = -8 | Efa HMGR inh = 1 | STAT1 activator = 106 | Redox H2O2 prof = -0.3 | TLR4 MyD88 comp = 0 | Hsp70 activator = -0.3 | NF-kB expr up = 1

The listing continues.
SMILES	STAT3 inh	STAT3 activator	APP 5'UTR act	STAT1 inh	Efa HMGR inh	STAT1 activator	Redox H2O2 prof	TLR4 MyD88 comp	Hsp70 activator	NF-kB expr up
O=C(NCc1ccc(Cl)cc1)c1ccc(-c2ccccc2C(F)(F)F)o1	-1	98	1	1	-8	100	0.7	1	-0.1	1.3
CCOC(=O)c1c(-c2ccc(OC)cc2)csc1/N=C/N(C)C	8	96	-16	3	-4	97	-0.4	3	-0.3	1
O=C(COc1ccc2ccccc2c1Br)N1CCOCC1	12	93	-14	-5	6	105	2.7	9	0.0	1.6
Nc1sc(-c2ccccc2)c(Cc2ccccc2)c1C(=O)O	7	98	35	2	3	98	-1.7	0	0.1	1.1
Cc1cccc(C)c1OCC(=O)NCc1nnc(SCC(=O)NC2CCCCC2C)n1C (stereo not drawn)	-5	106	17	-1	-3	101	-1.5	-4	0.1	0.94
CC(=O)Nc1ccc2c(c1)nc1n2CCN(C2CCCCC2)C1	-10	111	103	-29	-1	125	-1.0	8	-0.1	2.2
O=C(Cn1cnc2c(nnn2Cc2ccccc2F)c1=O)OCc1ccccc1	2	103	16	-2	-3	102	1.7	7	-0.1	1.4
Cc1ccc(S(=O)(=O)Nc2ccc(S(=O)(=O)NC(C)(C)C)cc2)cc1	-2	105	-3	-1	-2	101	1.1	15	-0.2	0.99
CN(C)/C=C/c1onc(-c2c(Cl)cccc2Cl)c1C#N	10	98	2	4	-9	96	-0.4	-1	-0.1	1.1
COc1cc(/C=C2/CCc3ccccc3C2=O)cc(OC)c1OC	7	94	27	-5	2	105	0.8	0	-0.2	3.8*
CCOC(=O)c1sc2nc(NC(=O)COc3ccccc3)sc2c1C	13	93	-12	-3	-7	103	-1.2	14	0.7	1.2
Cc1c(-c2ccc(Br)cc2)nc2ccccn12	-14	118	129	-53	-6	148*	-0.1	-2	-0.1	2.4
COc1cc(-c2noc(-c3ccco3)n2)cc(OC)c1OC	13	94	-3	-4	-1	105	-2.1	11	0.2	1.4
Cc1ccccc1NCC(=O)N/N=C/c1c(C)c(C(=O)c2ccc(Cl)cc2)n2ccccc12	1	100	15	-3	-1	103	0.0	-12	-0.3	1.1
COc1ccc(C(=O)N2CCN(C(=O)CC(C)C)CC2)cc1OC	8	100	18	5	-1	96	2.2	-2	0.2	1.3
CCOCCCNC(=S)NNC(=O)CCn1nc(C)c(Br)c1C	7	99	6	1	-3	99	-1.8	-8	0.7	1.1
O=C1NCCCC1C(=O)N1CCN(C(=O)c2ccco2)CC1 (stereo not drawn)	0	106	125	-10	-1	108	0.1	-13	0.3	1.1
Cc1ccc(C(=O)COC(=O)C2CC(=O)N(c3nc(-c4ccccc4)cs3)C2)cc1 (stereo not drawn)	-6	104	15	-10	4	109	-0.1	-7	-0.4	1.1
Cc1cccc(S(=O)(=O)c2c(N)n(-c3ccccc3)c3nc4ccccc4nc23)c1	-2	105	7	-2	0	102	0.1	-8	-0.3	0.94
Cc1ccc(Cl)cc1N1CCN(CC(=O)NC2CCCc3ccccc32)CC1 (stereo not drawn)	2	97	8	0	-2	100	3.3	-3	0.5	0.9
O=C(CN1CCCCC1)Nc1ccc(N2CCCCCC2)cc1	4	99	11	-10	-2	108	-0.4	9	0.0	1.4
COc1ccc(Cl)cc1N(CC(=O)NC1CC1)S(=O)(=O)c1ccc(C)c([N+](=O)[O-])c1	6	97	-8	-4	5	102	-0.7	-7	-0.3	1.2
CCCNC(=O)NC(=O)COc1ccc2oc3ccccc3c2c1	-3	103	-3	6	-1	95	-0.1	6	-0.3	1.2
Oc1ccccc1C1OCC2(CO1)COC(c1ccccc1O)OC2 (stereo not drawn)	-1	100	-6	-10	-6	109	-0.9	-1	-0.1	1.4
Cc1ccc2oc(-c3ccco3)cc(=O)c2c1	16	91	61	-41	-3	138*	0.1	-12	0.3	2.5
Cc1ccc(S(=O)(=O)N2CCCC2C(=O)OCc2nc3sc(C)c(C)c3c(=O)[nH]2)cc1 (stereo not drawn)	13	96	-3	1	-6	99	-0.1	4	-0.1	1.2
Nc1nc2ccccc2n1/N=C/c1ccc([N+](=O)[O-])s1	29	77	-24	1	6	99	0.4	-3	-0.1	0.76
CCC(C)C(=O)Nc1nnc(SCC(=O)Nc2ccccc2F)s1 (stereo not drawn)	15	94	25	-7	0	104	-0.7	-2	0.1	1.2
S=C(NCc1ccc(Cl)cc1Cl)Nc1ccccc1	10	91	6	-1	0	101	0.1	-2	-0.5	1
CC[n+]1cccc(-c2nc3ccccc3s2)c1	29	77	6	-9	-8	107	0.2	12	-0.3	0.91
Cn1nnnc1SCc1cc(=O)[nH]c2ccccc12	6	98	-15	-8	4	108	-0.4	-6	-0.1	1.1
COc1ccc(C(=O)N2CC3(CC(c4ccc(Cl)cc4)=NO3)C[C@H]2C(=O)NCC(N)=O)cc1 (stereo partly drawn)	6	101	-12	1	5	99	-6.5	-1	-0.3	1.2
O=c1c(Cc2c(F)cccc2Cl)c(O)ccn1C1CC1	16	95	18	-5	-3	103	-0.3	-8	-0.1	1.2
CC(C)CCN1C(=O)c2ccccc2C1C(=O)NCc1cccnc1 (stereo not drawn)	7	99	4	-1	-8	101	0.0	-1	-0.3	1.1
CCN(CC)S(=O)(=O)c1cccc(C(=O)Nc2cc(C)cc(C)c2)c1	-10	111	26	-8	-17	107	-3.1	16	-0.1	1.1
CSc1nsc(/C=C/Nc2ccc(C(=O)O)cc2)c1C#N	6	99	10	-2	3	101	1.2	2	-0.1	1.2
Cc1ccccc1-c1nc(-c2ccc(NC(=O)c3ccc4c(c3)OCO4)cc2)no1	38	71	13	-9	-1	108	0.1	2	0.1	1.8
CCOCCCNC(=O)/C(C#N)=C/c1cc(C)c(O)c(C)c1	15	92	-2	3	-8	96	-0.5	-11	-0.2	1
O=C(Nc1ccc(SC(F)F)cc1)C1=COCCO1	18	87	201*	-35	-4	133*	1.2	13	-0.1	5.2*
Cc1ccc(C2=NC(C)(C)NC2=O)cc1	13	94	11	-7	-7	106	0.3	-2	-0.5	1.2
CSc1nc2nccc(-c3ccc4c(c3)OCO4)n2n1	29	80	-9	0	0	99	-1.9	2	-0.2	1.2
Cc1ccc(NC(=O)Cn2cc3c(n2)CCC(C)C3)cc1 (stereo not drawn)	0	100	-12	-3	-1	103	-2.4	-4	0.3	1.1
CCOC(=O)c1nnc(-c2ccccc2)nc1Sc1c(Cl)cccc1Cl	5	101	12	9	6	92	0.0	13	-0.2	1.3
CCOC(=O)Cn1nc(C)c(NC(=O)COc2ccccc2)c1C	11	93	1	3	0	95	1.6	1	-0.4	1.2
CCOc1ccc(NC(=O)CSc2n[nH]c(N)n2)c([N+](=O)[O-])c1	-3	102	0	0	2	100	nt	-4	-0.3	0.99
CCOC(=O)C(NC(=O)Nc1ccc(Cl)cn1)(Oc1ccccc1)C(F)(F)F (stereo not drawn)	1	100	9	5	-3	95	-0.5	-1	-0.5	1.2
Cc1ccc(C(=O)Oc2ccccc2N2C(=O)C3CCC(C)CC3C2=O)cc1 (stereo not drawn)	42	69	-2	3	-2	97	0.2	-8	-0.3	1.1
COC1C/C(=N\O)C2OC(c3ccccc3)OCC2O1 (stereo not drawn)	2	96	-7	-4	1	106	-0.2	-10	-0.1	1.6
CCOc1ccc(C(=O)Nc2cc(C)c3c(=O)oc4ccccc4c3n2)cc1	-1	105	5	-9	-2	108	-1.2	9	-0.2	1.4
